DAX1 inh-1 – inhibitors of DAX1 repression of SF-1 activated StAR promoter. HEK293T StAR-luciferase reporter, SF-1/DAX-1 repression relief. AID 652010. inhibition, % at 6.8 µM. actives 1.1% (n = 370,000);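 active means inhibition above the mean over all tested compounds plus 3 SD, cut at about 3.6% in these data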;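 further: 0% = DAX-1 cells with DMSO and 100% = cells lacking DAX-1 with DMSO; higher inhibition means more luminescence from relief of DAX-1 repression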
ADAM17 inh – inhibitors of human ADAM17. recombinant ADAM17, EDANS/DABCYL FRET peptide cleavage. P78536. actives 0.83% (n = 370,000). inhibition, % at 6.95 µM;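 active means inhibition above the mean of compounds lying between control limits plus 3 SD, set per campaign, cut at about 8.5% in these data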;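 further: 0% = DMSO-only wells as the low control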
Target sequence (P78536 215-824 limits assumed): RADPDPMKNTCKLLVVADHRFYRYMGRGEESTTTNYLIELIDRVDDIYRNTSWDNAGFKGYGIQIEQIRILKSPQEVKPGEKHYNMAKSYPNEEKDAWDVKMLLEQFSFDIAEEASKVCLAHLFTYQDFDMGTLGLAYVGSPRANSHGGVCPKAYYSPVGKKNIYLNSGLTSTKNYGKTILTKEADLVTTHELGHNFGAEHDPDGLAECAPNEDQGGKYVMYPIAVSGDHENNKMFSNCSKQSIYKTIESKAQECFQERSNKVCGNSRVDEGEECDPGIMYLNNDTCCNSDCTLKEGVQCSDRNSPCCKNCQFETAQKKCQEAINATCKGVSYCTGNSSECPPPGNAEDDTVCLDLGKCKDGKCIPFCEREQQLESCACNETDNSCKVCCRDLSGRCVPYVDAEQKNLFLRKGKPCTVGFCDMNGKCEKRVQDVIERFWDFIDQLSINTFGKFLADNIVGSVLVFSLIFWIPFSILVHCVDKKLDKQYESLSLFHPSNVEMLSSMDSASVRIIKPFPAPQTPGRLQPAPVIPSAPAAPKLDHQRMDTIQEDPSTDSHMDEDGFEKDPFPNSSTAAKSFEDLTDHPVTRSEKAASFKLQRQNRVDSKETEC
DAX1 inh-2 – inhibitors of human orphan nuclear receptor DAX1 (NR0B1); P51843; HEK293 Gal4-DAX1 luciferase reporter, luminescence; inhibition, % at 6.75 µM; actives 0.99% (n = 340,000); AID 504766;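 active means inhibition above the mean over all tested compounds plus 3 SD, cut at about 4.2% in these data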;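 further: 0% = DAX1-transfected cells with DMSO and 100% = empty-vector control cells with DMSO; inhibition shows as a rise in luminescence from relieved DAX1 repression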
Target sequence (P51843 207-470 limits assumed): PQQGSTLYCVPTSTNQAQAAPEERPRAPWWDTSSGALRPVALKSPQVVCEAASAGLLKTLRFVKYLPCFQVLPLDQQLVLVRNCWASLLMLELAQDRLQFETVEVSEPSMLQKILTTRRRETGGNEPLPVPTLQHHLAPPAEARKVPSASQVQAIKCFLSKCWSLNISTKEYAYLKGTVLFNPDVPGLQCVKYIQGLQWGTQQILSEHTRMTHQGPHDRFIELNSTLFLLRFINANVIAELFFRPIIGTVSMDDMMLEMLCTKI
ssDAF12 agonist – activates DAF-12 receptor from parasite S. stercoralis | HEK293 ssDAF-12/GRIP1 lit1-tk-luc reporter, luminescence; % of 3 µM dafachronic acid response | activation, % at 6.8 µM | actives 1% (n = 370,000) | AID 652126;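 active means activation above the mean over all tested compounds plus 3 SD, cut at about 0.9% in these data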;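 further: 0% = DMSO-only wells and 100% = 3 µM delta7-dafachronic acid wells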
hgDAF-12 ag – hgDAF-12 agonism, primary luciferase screen | HEK293 GAL4-hgDAF12 UAS-luciferase reporter, agonist luminescence; normalized to butyrate control | activation, % at 6.8 µM | actives 1.8% (n = 370,000) | AID 687014;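 active means activation above a cutoff set at the mean of all screened compounds plus 3 SD, cut at about 10% in these data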;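 further: 0% = DMSO wells and 100% = sodium butyrate wells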
PLC-gamma1 inh – inhibitors of human phospholipase C gamma1 | inhibition, % at 12.2 µM | AID 720700 | purified PLC-gamma1, fluorogenic substrate, fluorescence | actives 0.84% (n = 370,000); in the data active means inhibition above about 9.5%
ADAM10 inh – ADAM10 inhibition, QFRET primary screen. O14672. recombinant ADAM10, EDANS/DABCYL FRET peptide cleavage, 3 h. inhibition, % at 7 µM. actives 0.62% (n = 370,000). AID 720582;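 active means inhibition above a per-campaign cutoff equal to the mean of compounds falling between control-based bounds plus 3 SD, cut at about 20% in these data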;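 further: 0% = DMSO wells while the 100% control is not disclosed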
GAA850 FXN act – activators of GAA850 frataxin (FXN) promoter; HEK293 lucGAA850 FXN promoter luciferase reporter, 24 h; percent of 10 µM SAHA response; activation, % at 6 µM; actives 0.56% (n = 360,000); AID 540364;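 active means activation above the average of all compounds screened plus 3 SD, cutoff fixed separately per campaign, cut at about 7.5% in these data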;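 further: 0% = DMSO wells and 100% = 10 µM SAHA wells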
PLC-beta3 inh – inhibitors of human phospholipase C beta3 | Q01970 | Purified PLC-beta3, fluorogenic substrate, fluorescence | inhibition, % at 12.2 µM | actives 0.18% (n = 370,000) | AID 720704; in the data active means inhibition above about 11%;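 further: 0% = median of compound wells on plate and 100% = full blocker control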
hcDAF12 agonist – activators of H. contortus DAF-12 nuclear receptor; HEK293 hcDAF-12 lit1-tk-luc reporter, luminescence; 0% DMSO, 100% Δ7-dafachronic acid; activation, % at 6.8 µM; actives 1.4% (n = 370,000); AID 652067;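 active means activation above the mean of all tested compounds plus 3 SD, cut at about 5.5% in these data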;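 further: 100% = response to 3 µM Δ7-dafachronic acid high control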
sPLA2-III inh – Blocks human group III sPLA2 activity; Q9NZ20; QFRET BODIPY PC-A2 liposome hydrolysis, fluorescence; inhibition, % at 12.2 µM; AID 743126; actives 0.56% (n = 370,000);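 active means inhibition above mean plus 3 SD of compounds lying within the high and low control bounds, cut at about 19% in these data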;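 further: 0% = median of test compound wells and 100% = no enzyme DMSO wells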
* hit, by the source's call; . = no result given.

entry	canonical_smiles	DAX1 inh-1	ADAM17 inh	DAX1 inh-2	ssDAF12 agonist	hgDAF-12 ag	PLC-gamma1 inh	ADAM10 inh	GAA850 FXN act	PLC-beta3 inh	hcDAF12 agonist	sPLA2-III inh
1	CCNC(=O)COC(=O)c1sccc1C	-0.4	-4	1.7	-0.9	-0.7	0	-8	0.6	-8	-1.3	10
2	COc1ccc(C2CC(C(F)(F)F)n3nc(C(=O)NCc4cn(C)nc4C)c(Cl)c3N2)cc1 (configuration not stated)	-1.7	0	-1.2	-2.0	-3.4	3	-7	-4.4	-2	-3.7	9
3	CC(C)C(=O)Nc1ccc(N2CCN(C(=O)c3cccs3)CC2)cc1	0.1	-1	2.5	-1.1	0.9	4	-2	2.9	3	-1.8	0
4	O=C(NCCCn1ccnc1)C1CCN(S(=O)(=O)c2cc([N+](=O)[O-])ccc2Cl)CC1	-1.0	-5	3.5	-0.9	0.4	4	-7	3.0	-1	-0.7	9
5	C=CCn1c(SC(C)C(=O)c2c(N)n(C)c(=O)n(C)c2=O)nnc1-c1ccoc1C (configuration not stated)	0.5	1	1.1	-1.1	0.7	0	-6	0.8	-1	-0.7	1
6	O=C(CCN1C(=O)/C(=C/c2ccco2)SC1=S)Nc1ccc(O)cc1C(=O)O	-0.2	-15	-1.5	-1.0	0.7	7	-14	-0.3	-49	3.0	-16
7	Cc1ccc(C23CC4CC(CC(C(=O)NC(C)C(N)=O)(C4)C2)C3)cc1 (configuration not stated)	-0.2	-1	2.1	-0.6	-2.1	1	4	-0.9	-7	1.1	1
8	O=C(CSc1nnc(-c2cccs2)n1-c1ccccc1)N1CCCC1	-0.5	-2	1.2	-1.2	-1.4	1	8	0.8	4	-0.8	-2
9	Cc1cc(Nc2cccc(Cl)c2)nc(-c2ccccc2O)n1	0.1	-4	-1.3	0.7	1.3	-86	-22	2.0	-142	1.6	-1
10	CS(=O)(=O)N(CC(=O)NCC1CCCO1)c1ccc(F)c(Cl)c1 (configuration not stated)	-0.1	3	-0.4	-1.6	-3.2	1	-16	-0.7	4	0.1	5
11	CCOC(=O)C1CCCN(C(=O)CSCc2ccccc2)C1 (configuration not stated)	0.9	-3	2.7	-1.4	3.6	0	11	2.8	4	-0.7	-4
12	C=CCNC(=O)N1CCc2[nH]c3ccc(F)cc3c2C1	-0.4	-1	0.8	-1.1	1.2	-15	-6	1.0	-26	-0.6	-7
13	N#Cc1ccccc1COc1ccc(/C=C/C(=O)O)cc1	-1.4	1	-3.3	-3.0	-12	2	1	-12	-2	-5.7	3
14	COc1cccc(N2CC(NS(=O)(=O)c3ccc(Cl)cc3)CC2=O)c1 (configuration not stated)	2.3	1	-1.1	-1.0	-2.2	2	-5	0.8	-1	-1.3	-4
15	Cc1ccc(/C=C/C(=O)O)cc1S(=O)(=O)NCC1CCCO1 (configuration not stated)	0.8	-1	1.1	-0.3	1.1	1	-4	1.9	0	-0.8	1
16	Cc1cc(C)c(NC(=O)CNC(=O)c2ccccc2SCC(=O)N2CCCC2)c(C)c1	1.5	1	-0.1	-1.1	2.1	2	-7	0.9	-4	0.2	7
17	COc1ccc(/C(O)=C/C(=O)C(=O)NNC(=O)c2ccccc2)cc1	0.1	-2	3.0	-0.9	5.4	-1	-4	2.3	-3	1.3	-2
18	Cc1cccc(N2C(=O)/C(=C/c3cccnc3)SC2=S)c1	-0.4	-4	-0.9	-1.5	0.7	-2	-4	-1.2	-9	0.9	-4
19	Cc1cc(Cl)cc(C)c1OCC(=O)N1CCN(c2ncccn2)CC1	2.4	2	0.1	-1.0	-2.1	8	-7	1.4	0	-2.3	0
20	CN(CCOC(=O)c1ccc2c(c1)OCO2)C(C)(C)C	-0.3	-6	0.7	-1.6	-3.6	1	-10	2.3	-2	-0.5	0

Just DAX1 inh-2, ADAM10 inh and DAX1 inh-1, for 2 of the compounds above:
No.	molecule	DAX1 inh-2	ADAM10 inh	DAX1 inh-1
4	O=C(NCCCn1ccnc1)C1CCN(S(=O)(=O)c2cc([N+](=O)[O-])ccc2Cl)CC1	3.5	-7	-1.0
5	C=CCn1c(SC(C)C(=O)c2c(N)n(C)c(=O)n(C)c2=O)nnc1-c1ccoc1C (configuration not stated)	1.1	-6	0.5

(further entries)
entry	canonical_smiles	DAX1 inh-1	ADAM17 inh	DAX1 inh-2	ssDAF12 agonist	hgDAF-12 ag	PLC-gamma1 inh	ADAM10 inh	GAA850 FXN act	PLC-beta3 inh	hcDAF12 agonist	sPLA2-III inh
21	COc1cc(OC)cc(-c2nnc(SCc3c(F)cccc3Cl)o2)c1	1.4	-3	0.4	-1.6	0.6	0	1	5.2	-2	2.0	-19
22	O=C(O)c1ccc(S(=O)(=O)c2ccc([N+](=O)[O-])cc2[N+](=O)[O-])cc1	-0.1	-6	-1.0	-1.2	-0.3	7	-6	0.6	1	-0.5	11
23	CCOC(=O)c1ccc(CNCc2ccccc2)cc1	0.9	3	3.3	-0.9	6.7	3	2	1.8	1	5.1	1
24	COc1cc(N=C2C(=O)N3c4c(cccc42)C(C)=CC3(C)C)cc(OC)c1	0.5	4	-0.8	-1.9	0.7	3	10	-0.1	2	-0.3	18
25	Cc1ccc(C(=O)Nc2nc3ccccc3c(=O)s2)cc1	1.5	-13	1.4	-1.1	4.2	1	-26	1.6	-1	0.9	5
26	O=C(/C=C/c1ccccc1)NC(NC(=S)Nc1cccc(Cl)c1)C(Cl)(Cl)Cl (configuration not stated)	0.3	-2	-0.1	-1.6	-1.1	-1	-2	-2.2	0	-1.9	-8
27	O=[N+]([O-])c1ccc(NC2CCN(Cc3ccccc3)CC2)c([N+](=O)[O-])c1	-0.2	5	0.8	-1.3	-4.5	4	4	3.0	5	1.0	0
28	CC(=O)Nc1ccc(C(=O)CSc2nc3ccc(C)cc3[nH]2)cc1	0.6	-2	-0.3	0.8	9.0	-15	-2	-0.2	-19	5.0	-13
29	CCOC(=O)c1cc(CC)sc1NC(=O)CSc1nc2ccccc2c(=O)n1Cc1ccco1	0.4	5	1.1	-1.2	0.5	5	2	-1.6	-1	-0.7	-1
30	COc1cccc(CNC(=O)CSc2nc3c(oc4ccccc43)c(=O)n2CC2CCCO2)c1 (configuration not stated)	-1.2	1	2.6	-0.9	-0.6	2	-14	0.9	-4	-0.4	11
31	CCOC(=O)c1cnc2c(C)cc(C)cc2c1Nc1ccc(S(=O)(=O)Nc2ncccn2)cc1	0.5	2	-1.1	-1.1	2.8	7	3	3.5	4	1.8	2
32	CNC(=S)NNC(=O)c1ccc(N(C)C)cc1	0.1	-2	3.6	-1.6	-1.0	0	-1	2.2	-10	1.3	0
33	CC(C)CN1C(=S)SC(C)(C)C1n1oc(=O)n(-c2ccccc2)c1=O (configuration not stated)	-0.7	1	-0.5	-1.7	2.4	2	-1	0.2	3	-1.1	-2
34	Cc1ccc(S(=O)(=O)Nc2cccc3cccnc23)c([N+](=O)[O-])c1	-8.9	6	-2.2	-1.7	-10	1	10	2.6	-6	-5.4	8
35	CCCn1c(=O)c2sccc2n2c(CCCC(=O)NCC3CCCO3)nnc12 (configuration not stated)	-0.3	-7	-0.5	-1.3	2.1	-1	-3	0.5	-6	-1.1	-1
36	CN(C(=O)CC1C(=O)NCCN1Cc1ccc2ccccc2c1)C1CCOCC1 (configuration not stated)	0.8	-5	-0.2	-0.9	1.2	-16	-18	1.7	-18	-0.4	-7
37	CC(C)N1CCCCC(NC(=O)c2ccccc2)C1=O (configuration not stated)	0.6	-9	.	-1.6	0.1	8	-14	.	1	-2.0	22*
38	O=C(Nc1ccc2c(c1)OCO2)c1noc2c1CCCC2	1.8	1	1.5	0.9	15*	0	-5	0.2	0	8.1*	2
39	Cc1cccc(NC(=O)NC2CC(=O)N(c3ccc4c(c3)OCCO4)C2)n1 (configuration not stated)	-0.8	-9	-0.5	-1.7	0.3	6	-1	0.8	-5	-1.8	9
40	Cc1ccc(N2C(=O)CC(SCC(=O)Nc3ccc(S(N)(=O)=O)cc3)C2=O)cc1 (configuration not stated)	-0.4	-2	0.1	-1.5	1.1	-1	-3	1.2	0	-1.7	-11

Further structures:
entry	canonical_smiles	DAX1 inh-1	ADAM17 inh	DAX1 inh-2	ssDAF12 agonist	hgDAF-12 ag	PLC-gamma1 inh	ADAM10 inh	GAA850 FXN act	PLC-beta3 inh	hcDAF12 agonist	sPLA2-III inh
41	COC(CNC(=O)CNC(=S)N(Cc1ccccc1)Cc1cccnc1)OC	0.1	-5	-0.6	-2.0	0.6	-2	-5	1.6	-8	-1.4	3
42	Cc1cc(S(=O)(=O)N2CCCC2)ccc1OCC(=O)NCc1ccccc1	-2.9	-2	-0.2	-1.2	-0.3	1	-8	-2.1	-6	-2.5	-5
43	Cc1ccc(SCC(=O)Nc2ccc(-c3nc4ccccc4[nH]3)cc2)cc1	0.5	-2	0.8	-1.1	2.1	3	-7	1.1	0	-2.6	-6
44	CCOc1ccc(-n2ccnc2)nn1	0.8	-2	-0.2	-1.2	1.1	3	4	1.3	-3	-1.6	0
45	CC(NCc1ccco1)C(=O)N1CCN(Cc2ccccc2F)CC1 (configuration not stated)	0.7	0	.	0.4	0.8	-7	-11	.	-5	1.3	11
46	N=C1C(=O)NC(=O)C1c1ccccc1 (configuration not stated)	0.7	2	-0.5	-1.1	0.0	0	6	-0.3	3	1.4	2
47	CC(C)(C)NC(=O)C(c1ccccn1)N(C(=O)c1ccc2c(c1)OCCO2)C1CCCC1 (configuration not stated)	-0.5	-6	-1.2	-1.1	-1.1	-3	-8	-0.9	-1	-0.9	0
48	CCC(=O)N1CCc2cc(S(=O)(=O)NCCC(=O)N3CCN(c4ccccn4)CC3)ccc21	0.0	-1	0.5	-1.3	-1.6	2	0	1.2	4	-0.3	-2
49	CC(=O)/C(=C/Nc1ccc(Oc2ccccc2)cc1)c1ccccc1	0.1	-5	0.1	-1.3	1.1	-2	2	-0.9	-7	-2.4	2
50	CCn1c(SCC(=O)Nc2ccc(C(N)=O)cc2)nc2sc(C)c(C)c2c1=O	0.5	1	.	-0.9	-1.2	-1	1	.	3	-1.8	0
51	COc1ccc(/C=N/NC(=O)CNS(=O)(=O)c2ccccc2)cc1	1.1	3	0.4	-1.5	-2.8	5	-8	1.7	-7	-0.3	-5
52	CN(C)C=Nc1c(Br)cc(Br)c2nonc12	0.0	-4	-0.2	-1.5	0.5	-17	-1	0.3	-21	-1.4	2
53	CCCn1c(-c2cc(OC)c(OC)c(OC)c2)nc2c1c(=O)[nH]c(=O)n2Cc1ccccc1	0.5	-5	1.2	-0.9	-0.1	-11	-45	2.5	-25	-1.4	11
54	O=C(Nc1cc(C(F)(F)F)cc(C(F)(F)F)c1)c1ccc(Cn2cc(C(F)(F)F)ccc2=O)cc1	-0.3	-2	0.5	-1.5	1.8	-2	1	-2.8	1	-0.1	1
55	O=C(NCCSCc1c(F)cccc1Cl)c1ccc(CN2CCOCC2)cc1	-0.7	-1	-2.4	-1.8	-2.5	-1	-1	-0.6	-1	-1.7	-2
56	O=C(Nc1ccccc1-c1ccccc1)C1CCC1	-0.6	-1	0.4	-1.8	-1.2	1	8	-3.3	3	-2.3	-1
57	COc1ccc(N2C(=O)c3ccccc3NC(=O)C2C(=O)Nc2ccc3c(c2)OCCO3)cc1 (configuration not stated)	2.4	-9	.	-0.7	9.1	-21	-28	.	-26	2.3	-2
